EPAC1 ag: agonists of human EPAC1 | AID 720707 | EPAC1 agonist qHTS, biochemical assay; response scale: 100% = response to 6.5 mM cAMP | Potency, µM (highest dose often 154 µM), inactives show at the top dose activation, usual class: activators | hit rate 0.073% among 360,000 | O95398; further: potency means the concentration at half of the fitted maximal effect; nearly all actives have a fitted effect of over 60% in size
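EPAC1 100 nM, Rap1B–BODIPY-GDP 250 nM, unlabeled GDP 50 uM; compound titration; 5 min RT; kinetic read ex480/em540 at 5-min intervals ×30 min; data normalized to 6.5 mM cAMP agonist control.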
FUS suppressor: FUS proteinopathy suppression in yeast; Potency, µM (highest dose often 76.6 µM), for inactives: top-dose growth rescue (activation), actives largely listed as activators; hit rate 0.24% among 390,000; AID 1347120; S. cerevisiae FUS-expressing, growth rescue, OD600, 24 h;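 further: potency means the concentration at half of the fitted maximal effect; plate controls were DMSO vehicle for no effect and reference control for full effect; nearly all actives have a fitted effect of over 55% in size; some results filed as inactive show a strong effect at the top dose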
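Compound concentration series was pinned onto galactose-induced FUS-expressing yeast seeded at OD 0.005. Plates sat 24hr at 30C; absorbance at 600 nm gave growth. DMSO served as background control.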
EPAC1 antag: EPAC1 (human) antagonism; O95398; EPAC1 GEF assay, Rap1b-BODIPY-GDP exchange fluorescence; Potency, µM (highest dose often 115 µM), without a hit: at the highest dose activity change, negative = inhibition, most hits filed as inhibitors; hit rate 0.14% among 360,000; AID 720709;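 further: potency means the concentration at half of the fitted maximal effect; plate controls were vehicle for no effect and positive control for full effect; nearly all actives have a fitted effect of over 50% in size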
IL-2 act: activates IL-2 in a cell-based reporter assay; IL-2 activation reporter assay, cell-based qHTS; stimulated with anti-CD3/CD4/CD28 beads; in transgenic mouse T cells; activation, % (series mostly up to about 46 µM); hit rate 0.065% among 360,000; in the data active means activation above about 50%; inconclusive means mostly about 30% to 49%; further: 0% is about no effect
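First, unstimulated transgenic mouse T cells were exposed to compound for 60 min. Next, anti-CD3/anti-CD4-coated beads with anti-CD28 were added. Finally, after 18 h at 37 degrees C, EGFP and DsRed were imaged.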
PI5P4Ka inh: inhibitors of human PI5P4K alpha; P48426; hit rate 1.2% among 330,000; max response, %; PI5P4Kalpha enzyme, ADP-Glo luminescence, 60 min; stronger effect = lower value; active means max response of -50% or lower; inconclusive means between -30% and -50%; inactive means -30% or higher; further: value at the top dose of about 77 µM; on the % scale 0 is the no-effect control and ±100 the full control effect
Target sequence (P48426 whole entry, looked up): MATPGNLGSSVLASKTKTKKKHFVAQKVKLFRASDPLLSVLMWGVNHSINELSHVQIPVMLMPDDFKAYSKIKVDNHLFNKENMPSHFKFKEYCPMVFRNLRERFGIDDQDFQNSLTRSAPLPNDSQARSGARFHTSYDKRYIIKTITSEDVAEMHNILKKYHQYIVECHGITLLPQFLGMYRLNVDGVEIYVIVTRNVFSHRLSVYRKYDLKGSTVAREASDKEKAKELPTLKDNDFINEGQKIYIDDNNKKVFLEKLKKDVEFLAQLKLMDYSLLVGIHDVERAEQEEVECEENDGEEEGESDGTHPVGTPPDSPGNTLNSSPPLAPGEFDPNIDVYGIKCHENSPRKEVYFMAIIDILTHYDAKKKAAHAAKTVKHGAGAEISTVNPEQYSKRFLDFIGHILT
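Single end-point luminescence (ADP-Glo) quantified ADP from PI5P4Kalpha turnover; ATP 5 microM final, 1 h at RT, 0.1% CHAPS and 0.28 mM EGTA in HEPES pH 7.4.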
PLK1 PBD inh: inhibitors of human PLK1 polo-box domain binding; Plk1 PBD binding of FITC phosphopeptide, fluorescence polarization; Potency, µM, without a hit: max response, negative = inhibition, hits mostly inhibitors; hit rate 2.8% among 360,000; AID 720504; further: potency means the concentration at half of the fitted maximal effect; series mostly up to about 57 µM; on the % scale 0 is the no-effect control and ±100 the full control effect; nearly all actives have a fitted effect of over 65% in size
Target sequence (P53350 whole entry, looked up, the tested form may be a part): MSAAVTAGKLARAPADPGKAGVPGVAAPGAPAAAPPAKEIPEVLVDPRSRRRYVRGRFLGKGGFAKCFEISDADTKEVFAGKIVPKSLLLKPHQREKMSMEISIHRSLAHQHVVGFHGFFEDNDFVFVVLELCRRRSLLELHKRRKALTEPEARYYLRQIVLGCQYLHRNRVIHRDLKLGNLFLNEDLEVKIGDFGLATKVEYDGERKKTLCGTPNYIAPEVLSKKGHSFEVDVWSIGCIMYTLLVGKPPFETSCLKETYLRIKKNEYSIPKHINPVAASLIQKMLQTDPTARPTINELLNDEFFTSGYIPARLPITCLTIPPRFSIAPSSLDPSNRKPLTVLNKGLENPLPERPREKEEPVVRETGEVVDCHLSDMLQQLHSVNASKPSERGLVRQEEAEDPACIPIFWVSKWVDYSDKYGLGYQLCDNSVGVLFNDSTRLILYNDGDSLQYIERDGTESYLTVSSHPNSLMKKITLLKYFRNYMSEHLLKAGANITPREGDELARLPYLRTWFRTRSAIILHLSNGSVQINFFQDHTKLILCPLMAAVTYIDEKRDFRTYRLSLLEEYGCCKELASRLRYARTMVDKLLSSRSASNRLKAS
Abeta yeast res: compounds reversing amyloid beta toxicity in yeast; yeast expressing A-beta42, growth rescue, OD600, 48 h; response scale: 0% DMSO, 100% iron-clioquinol control; Potency, µM (top dose mostly 46.1 µM), for the others: at the top dose growth rescue, actives largely listed as activators; hit rate 0.063% among 410,000; AID 1347071; further: potency means the concentration at half of the fitted maximal effect; nearly all actives have a fitted effect of over 55% in size
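Yeast growth medium received pinned compounds, then yeast cells expressing toxic A-beta were added; plates incubated at 30 C for 48 hr. Growth read as absorbance at 600 nm, normalized to DMSO and equimolar FeCl3 plus clioquinol controls.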
aSyn yeast inh: alpha-synuclein toxicity inhibition in yeast; Yeast expressing alpha-synuclein, growth rescue, BacTiter-Glo, 24 h; Potency, µM (titrated, usually from 46.1 µM), for the others: at the top dose growth rescue (activation), actives largely listed as activators; hit rate 0.14% among 370,000; AID 652106; further: potency means the concentration at half of the fitted maximal effect; % of control where 0% means no effect; nearly all actives have a fitted effect of over 65% in size
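Readout is rescue of growth in alpha-synuclein-expressing yeast, so inhibitors of toxicity appear as activators. Growth after 24 hr at 30 deg C in galactose medium is quantified by luminescence.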
WRN inhibitor: blocks human WRN helicase; Q14191; hit rate 0.46% among 360,000; WRN helicase unwinding, fluorescent forked duplex, kinetic; Potency, µM (highest dose often 114 µM), without a hit: top-dose activity change, negative = inhibition, most hits filed as inhibitors; further: potency means the concentration at half of the fitted maximal effect; on the % scale 0 is the no-effect control and ±100 the full control effect; nearly all actives have a fitted effect of over 55% in size
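Primary qHTS, 1536-well format. 20 nM WRN + compound, 15 min RT; start with 100 nM forked fluorophore/quencher duplex, 2 mM ATP (final); kinetic read ex 525/em 598 nm.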
* hit, by the source's call; ? = inconclusive; · = not tested or not shown; [ ] = another dose, or the depositor's remark. Unless noted, the call rests on the fitted dose curve; in most records, active means well fitted curve in the direction sought with a large enough effect; inconclusive means small, poorly fitted or top-dose-only effect, or another doubt; inactive means no such curve, though single readings can be large; an effect the other way counts as inactive or inconclusive.

SMILES	EPAC1 ag	FUS suppressor	EPAC1 antag	IL-2 act	PI5P4Ka inh	PLK1 PBD inh	Abeta yeast res	aSyn yeast inh	WRN inhibitor
CCOc1ccc(NC(=O)CCN2CCN(S(=O)(=O)c3cc(Cl)ccc3OC)CC2)cc1	-3%	-6%	-12%	2.1	8	-2%	-4%	-1%	-11%
Cn1c(=O)c2c(nc(NCCCN3CCOCC3)n2Cc2cccc(Cl)c2)n(C)c1=O	-2%	4%	5%	-0.8	1	-3%	6%	0%	-2%
CC(C)(C)n1nnnc1C(c1cccs1)N(Cc1ccccc1)Cc1cccnc1 (stereo not drawn)	6%	-14%	7%	0.3	3	-8%	2%	-8%	5%
O=C1COc2ccc3ccccc3c2CN1	6%	2%	1%	-1.3	1	-8%	7%	-1%	-3%
COc1ccccc1NC(=O)CCn1c(=O)sc2ccccc21	0%	-11%	-10%	1.5	·	-3%	18%	14%	-9%
CCN(CC)c1ccc(NC(=O)COc2ccc(C#N)cc2)cc1S(=O)(=O)Nc1ccc(OC)cc1	2%	42%	?	-0.3	1	?	4%	3%	-10%
CSc1ncccc1C(=O)Nc1cc(Cl)ccc1N1CCOCC1	16%	·	-22%	-1.1	3	-6%	-17%	18%	-5%
CCOC(=O)c1c(-c2ccc(C)cc2)csc1/N=C(\C)C1=C(O)c2ccccc2C1=O	-2%	28%	-28%	0.4	2	-16%	11%	-3%	-1%
CCOC(=O)CNC(=O)CSc1nccn1Cc1ccco1	5%	-7%	9%	0.1	7	0%	-2%	1%	-6%
Cc1c(Cl)cccc1NC(=S)N1CCN(S(=O)(=O)c2cccs2)CC1	4%	17%	-13%	0.2	-7	-9%	19%	1%	7%
CSc1nnc(N2C(=O)C(O)=C(C(=O)c3ccc(C)o3)C2c2ccc(C)cc2)s1 (stereo not drawn)	4%	7%	-9%	0.8	-8	-10%	-20%	-1%	3%
CCOc1ccccc1CNS(=O)(=O)c1ccc2[nH]c(=O)sc2c1	-9%	14%	3%	0.2	2	-5%	?	1%	-2%

3 entries out of the list above, arranged by the number in EPAC1 antag, largest number first.
molecule	EPAC1 antag	IL-2 act	PI5P4Ka inh	PLK1 PBD inh	WRN inhibitor
Cn1c(=O)c2c(nc(NCCCN3CCOCC3)n2Cc2cccc(Cl)c2)n(C)c1=O	5%	-0.8	1	-3%	-2%
CCOc1ccc(NC(=O)CCN2CCN(S(=O)(=O)c3cc(Cl)ccc3OC)CC2)cc1	-12%	2.1	8	-2%	-11%
Cc1c(Cl)cccc1NC(=S)N1CCN(S(=O)(=O)c2cccs2)CC1	-13%	0.2	-7	-9%	7%

Additional structures follow:
SMILES	EPAC1 ag	FUS suppressor	EPAC1 antag	IL-2 act	PI5P4Ka inh	PLK1 PBD inh	Abeta yeast res	aSyn yeast inh	WRN inhibitor
COC(=O)CSc1nc2sc3c(c2c(=O)n1-c1ccccc1)CCN(C)C3	6%	42%	-15%	-2.7	0	-21%	6%	4%	3%
Cc1c(C(=O)N2CCN(C)CC2)oc2ccc(Br)cc12	-8%	-9%	-6%	0.0	10	-5%	-7%	1%	-5%
CC1(C)CC(NC(=O)c2ccc(Br)o2)CC(C)(C)N1	7%	7%	-15%	0.1	-2	-17%	0%	-4%	6%
CCCN(CCC)S(=O)(=O)c1ccc(NS(=O)(=O)c2ccc(F)cc2)cc1	1%	?	-14%	-0.5	·	-4%	-14%	-10%	-4%
Cc1ccc(/C=C/c2nc3ccccc3c(=O)n2CCc2ccccc2)cc1	10%	·	-10%	0.3	-7	-5%	0%	-17%	1%
CC(C)(C)NC(=O)COc1ccc(CNCc2ccccn2)cc1	7%	27%	6%	-1.8	-3	-13%	-20%	-12%	1%
Cc1ccccc1CN1CCc2c(OCC(=O)N3CCCCC3)cccc2C1=O	-6%	18%	-22%	-0.7	-11	30µM*	24%	-9%	-4%
CCOC(=O)CN1CC23C=CC(O2)C(C(=O)NCc2ccc(C)cc2)C3C1=O (stereo not drawn)	-2%	26%	2%	2.3	2	-3%	-1%	-9%	9%
COC(=O)Cc1ccc(OC(=O)C2CCN(S(=O)(=O)c3ccc(OC)c(OC)c3)CC2)cc1	0%	35%	-2%	0.0	5	3%	-9%	2%	-5%
COC(=O)/C=c1/s/c(=C(/C#N)C(=O)NCc2ccccc2)n(-c2ccccc2)c1=O	5%	22%	21%	15	2	3%	-6%	-2%	-9%
CC(NC(=O)c1cccc(S(=O)(=O)N2CCN(Cc3ccccc3)CC2)c1)c1ccccc1Cl (stereo not drawn)	-3%	23%	-7%	-0.2	6	-2%	-7%	-5%	2%
COc1cc(S(=O)(=O)N(Cc2ccco2)C2CCCC2)ccc1-n1cnnn1	14%	39%	-10%	-0.2	·	-6%	2%	12%	-6%
CCOC(=O)C1=CCN(S(=O)(=O)c2ccc(C)cc2)C1c1ccc(Br)cc1 (stereo not drawn)	-2%	16%	16%	-0.2	6	-1%	-8%	5%	-4%
COCCCC1CCN(C(=O)C2CCC(=O)N(Cc3ccccc3F)C2)CC1 (stereo not drawn)	-7%	·	6%	-1.8	1	2%	10%	6%	-13%
CCCC1(c2ccccc2)NC(=O)N(CC(=O)Nc2ccc3c(c2)OCCO3)C1=O (stereo not drawn)	-1%	7%	-12%	1.3	-13	-2%	-7%	-7%	-1%
CN(C(=O)COC(=O)c1cnc(Cl)c(Cl)c1)C1CCCCC1	2%	16%	-5%	-1.0	-6	-6%	13%	-1%	-11%
OC1CCN(c2cc(-c3ccccc3)nc3cc(-c4ccc(F)cc4)nn23)CC1	9%	11%	8%	-3.8	23	-12%	?	-1%	-5%
CCOC(=O)CNc1nc(Cl)nc(NC(C)(C)C)n1	0%	5%	5%	1.5	9	3%	10%	2%	-10%
COC(=O)c1cn(C(=O)c2ccco2)c2ccccc12	-1%	-32%	-11%	3.0	15	-1%	-15%[9.22 µM]	13%	-24%
CC(C)N(C(=O)[C@H]1C[C@H](CC(=O)NCCc2ccccn2)C(=O)N2CCc3c([nH]c4cc(CCC(=O)N(C)C)ccc34)[C@]12C)C(C)C	-16%	5%	7%	-0.5	-3	-4%	-1%	-1%	-6%
CCN(CC)CCCN1C(=O)c2oc3ccccc3c(=O)c2C1c1cccnc1 (stereo not drawn)	1%	59%	-18%	0.1	0	-5%	-7%	0%	2%
Cc1ccc(C)c(N/N=C2\CCCNC2=O)c1	-3%	·	-13%	-0.2	9	-3%	8%	-17%	0%
CCCc1nc(SC)[nH]c(=O)c1C	2%	-16%	0%	0.4	4	-11%	-3%	-7%	4%
O=C(Cc1ccc([N+](=O)[O-])cc1)Nc1ccc(Cl)cc1	1%	5%	-12%	0.6	-23	0%	27%	-6%	-2%
COc1ccc(COc2cc(-c3cccc(OC)c3)nc3ccc(NC(=O)c4ccccc4)cc23)cc1	8%	10%	3%	-0.6	2	-10%	-15%	-21%	-1%
CCCCNC(=O)C1C(c2ccccc2)=Nc2ccccc2N1C(=O)c1ccc(C(F)(F)F)cc1 (stereo not drawn)	-9%	?	-20%	0.4	0	-8%	10%	-19%	-3%
CC1=CN2CC(O)CN=C2C=C1 (stereo not drawn)	5%	-17%	6%	-1.1	·	-2%	7%	1%	0%
Cn1c(Cl)c(C(=O)Nc2ccc(Cl)cc2)c2ccccc21	-6%	25%	-7%	0.0	12	-8%	0%	-4%	4%
CC(/C=C/c1ccccc1)=N/NC(=O)C(O)c1ccccc1 (stereo not drawn)	-2%	-23%	-8%	-0.6	8	-2%	-11%	-9%	2%
COc1ccc(N2CCN(c3ccc(NC(=O)c4ccc5c(c4)OCO5)cc3C#N)CC2)cc1	-4%	-11%	7%	-0.4	4	-7%	-4%	-15%	-10%
Cc1ccc2c(C)c(C(=O)NCC3CCOCC3)oc2c1C	2%	-22%	-2%	-2.1	3	-6%	-13%	13%	-1%
CCCCCn1c(CN2CCN(C(=O)c3ccco3)CC2)nc2c1c(=O)n(C)c(=O)n2C	-7%	5%	0%	2.2	-2	-7%	3%	9%	5%
O=S(=O)(NC1=NCCCCC1)c1ccc(F)cc1F	-3%	·	9%	-1.1	1	-1%	10%	2%	1%
CN1C(=O)C(C)(C)c2cc(S(=O)(=O)N3CCN(c4ccccc4F)CC3)ccc21	9%	-2%	-4%	-1.7	5	-5%	-16%	-12%	-7%
C=CCn1c(=NC(=O)c2cc(-c3cccs3)nc3ccccc23)sc2cc(S(N)(=O)=O)ccc21	0%	16%	4%	-0.4	-29	-3%	-10%	0%	-12%
COc1ccc(N2CCN(C(=O)NC(=O)c3ccccc3)CC2)cc1	5%	6%	-8%	-2.7	1	-9%	5%	-7%	-5%
Brc1cnc2ccccc2c1N1CCCCC1	3%	-22%	-19%	-0.5	11	3%	16%	-7%	-1%
COc1cccc(C2NC(=O)c3sc(=S)n(-c4ccccc4)c3N2)c1 (stereo not drawn)	-7%	13%	0%	0.9	-2	-30%	-4%	2%	-1%
CC(=O)N1CN(Cc2ccccn2)Cc2c1sc1c2CCCC1	0%	3%	1%	0.4	-2	-17%	-5%	0%	9%
Cc1cc(C(=O)COC(=O)c2ccc(O)cc2)c(C)n1CC1CCCO1 (stereo not drawn)	7%	21%	0%	-0.8	4	?	-7%	4%	3%[11.6 µM]
Cc1ccc(S(=O)(=O)NC(CC(=O)NCc2ccco2)c2ccco2)cc1 (stereo not drawn)	-5%	-8%	-22%	-0.2	-1	-14%	10%	8%	-12%
NC(=O)COc1ccc(NS(=O)(=O)Cc2ccccc2)cc1	4%	-4%	16%	0.1	-6	-2%	-6%	7%	6%
CCCCONc1ncnc2nonc12	-9%	15%	-3%	-0.4	3	-1%	-2%	-3%	-7%
O=c1ccn([C@@H]2O[C@H](CNCc3ccc(-n4cccn4)cc3)[C@@H](O)[C@H]2O)c(=O)[nH]1	-9%	-27%	-13%	-0.4	1	1%	-2%	-11%	9%
CCOC(=O)c1cc2c(=O)n3ccccc3nc2n(Cc2ccc(Cl)cc2)c1=N	7%	5%	-19%	-0.8	1	-3%	-7%	-4%	6%
COc1ccccc1CNc1nc(Nc2cccc(-c3cnco3)c2)c2sccc2n1	-2%	38%	-7%	-0.7	·	-4%	-15%	?	-16%

Screening results (PubChem BioAssay)
